High-throughput results deposited in PubChem by several laboratories.
Mtb UGM inh: M. tuberculosis UGM enzyme inhibitors, primary screen, biochemical, fluorescence polarization, single point; UDP-galactopyranose mutase (Mycobacterium tuberculosis (strain ATCC 25618 / H37Rv)), …; inhibition, % at 10 µM; 320,000 compounds, 0.06% hits; purified UGM, fluorescence polarization probe displacement; AID 504406, 2011; in the data active = inhibition above about 10%, passing the limit was not always enough
GDH-TPI counter: GDH-TPI coupling enzyme inhibitors, primary screen, artefact control for M. tuberculosis FBA inhibitor project, biochemical, absorbance, full deck; GDH-TPI coupled enzyme counterscreen, NADH absorbance; inhibition, % at 4.8 µM; 360,000 compounds, 1.2% hits; in the data active = inhibition above about 30%;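 note: 0% = DMSO wells and 100% = wells lacking the enzyme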
Mtb FBA inh: Mtb FBA enzyme inhibitors, primary screen, biochemical, fluorescence, strain H37Rv; Fructose-bisphosphate aldolase (Mycobacterium tuberculosis (strain ATCC 25618 / H37Rv)), …; 360,000 compounds, 2.3% hits; AID 588726, 2011; purified M. tuberculosis FBA, fluorescence read-out; inhibition, % at 1 µM; in the data active = inhibition above about 27%;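 note: 0% = vehicle and 100% = reference inhibitor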
Target sequence (P9WQA3 whole entry, looked up): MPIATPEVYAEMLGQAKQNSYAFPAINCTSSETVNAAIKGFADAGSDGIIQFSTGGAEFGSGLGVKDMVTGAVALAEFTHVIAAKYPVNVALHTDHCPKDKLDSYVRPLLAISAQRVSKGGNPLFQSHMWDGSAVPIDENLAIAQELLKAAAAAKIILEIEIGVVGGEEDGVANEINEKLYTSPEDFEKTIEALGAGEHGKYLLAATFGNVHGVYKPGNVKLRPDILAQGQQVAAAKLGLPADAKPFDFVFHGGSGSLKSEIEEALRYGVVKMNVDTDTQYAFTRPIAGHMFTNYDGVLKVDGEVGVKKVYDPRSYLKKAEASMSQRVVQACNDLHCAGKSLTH
VHR inh abs: VHR1 phosphatase inhibitors, primary screen, biochemical, absorbance, uHTS; recombinant VHR phosphatase, pNPP absorbance; inhibition, % at 13.3 µM; 290,000 compounds, 0.52% hits; in the data active = inhibition above about 50%; note: some compounds called inactive have numbers as strong as hits
Target sequence (P51452 whole entry, looked up): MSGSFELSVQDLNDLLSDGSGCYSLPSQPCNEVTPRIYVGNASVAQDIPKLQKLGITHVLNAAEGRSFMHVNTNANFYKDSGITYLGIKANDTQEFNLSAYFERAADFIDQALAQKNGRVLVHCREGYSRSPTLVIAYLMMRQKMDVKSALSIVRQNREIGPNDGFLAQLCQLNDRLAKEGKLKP
MazEF act: activators of E. coli MazEF toxin-antitoxin RNase, primary screen, biochemical, fluorescence, uHTS. Endoribonuclease toxin MazF (Escherichia coli (strain K12)), P0AE70. FAM/BHQ RNA-DNA oligo cleavage fluorescence, 5 h. 350,000 compounds, 0.32% hits. activation, % at 20 µM; in the data active = activation above about 50%
Target sequence (P0AE70 whole entry, looked up): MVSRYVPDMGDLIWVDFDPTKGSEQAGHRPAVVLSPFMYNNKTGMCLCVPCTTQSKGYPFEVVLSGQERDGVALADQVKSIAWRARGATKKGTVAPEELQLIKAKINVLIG
Vc quorum ag: inducers of Vibrio cholerae quorum light production without autoinducers, primary screen, BH1578 luxS cqsA deficient, single point | V. cholerae BH1578 lux reporter, luminescence, 6 h | activation, % at 18.7 µM | 350,000 compounds, 0.16% hits | AID 588436, 2011; in the data active = activation mostly above about 9.7%, no sharp cut-off; note: not every result past the cut was called active; inactives centre near 0; reference of the scale not given here
3CLpro inhibitor: SARS-CoV 3CLpro protease inhibitors, primary screen, biochemical, quenched FRET; recombinant SARS-CoV 3CLpro, quenched FRET peptide cleavage; inhibition, % at 6 µM; 290,000 compounds, 0.14% hits; in the data active = inhibition above about 12%
SSB-PriA inh: inhibitors of Klebsiella pneumoniae PriA binding to SSB C-terminal tail, primary screen, biochemical, AlphaScreen. AlphaScreen SSBct-PriA binding, biotinylated peptide. AID 1272365, 2023. 430,000 compounds, 0.6% hits. inhibition, % at 33 µM. PriA–SSB C-terminal tail interaction (Klebsiella pneumoniae); in the data active = inhibition mostly above about 37%, no sharp cut-off; inactive = mostly below about 20%;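 note: plate controls were negative control peptide for no effect and reference peptide for full effect; strong numbers were not always called active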
BioA inh: M. tuberculosis BioA enzyme inhibitors, primary screen, biochemical, plate reader, single point, HTS; purified M. tuberculosis BioA enzyme; inhibition, % at 9.99 µM; 360,000 compounds, 0.096% hits; in the data active = inhibition above about 40%
Rv3671c inh: Rv3671c serine protease inhibitors, primary screen, biochemical, fluorescence polarization, M. tuberculosis H37Rv; P9WHR9; inhibition, % at 5.96 µM; 320,000 compounds, 0.048% hits; AID 2606, 2010; in the data active = inhibition above about 38%;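 note: extracellular domain of Rv3671c used as enzyme; 0% = enzyme with DMSO and 100% = no enzyme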
Target sequence (P9WHR9 whole entry, looked up, the tested form may be a part): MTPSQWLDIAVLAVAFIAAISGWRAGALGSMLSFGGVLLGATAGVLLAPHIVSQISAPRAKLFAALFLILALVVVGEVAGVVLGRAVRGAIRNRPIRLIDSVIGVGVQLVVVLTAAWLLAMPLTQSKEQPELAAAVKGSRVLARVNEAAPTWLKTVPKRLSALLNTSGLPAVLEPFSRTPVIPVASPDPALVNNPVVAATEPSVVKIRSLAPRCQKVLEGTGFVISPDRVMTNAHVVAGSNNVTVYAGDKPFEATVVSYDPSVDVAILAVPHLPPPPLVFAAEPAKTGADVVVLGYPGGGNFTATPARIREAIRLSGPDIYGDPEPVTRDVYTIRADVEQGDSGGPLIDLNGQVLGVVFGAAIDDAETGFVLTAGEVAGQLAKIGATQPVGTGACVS
* hit, by the source's call; i = inactive; / = no result given. An excerpt; count on the stated rates, not on these rows.

Screens in order – VHR inh abs	Rv3671c inh	Mtb UGM inh	Vc quorum ag	MazEF act	SSB-PriA inh	BioA inh	3CLpro inhibitor	GDH-TPI counter	Mtb FBA inh
O=C(CSc1nc2ccccc2c(=O)n1-c1ccc(F)cc1)NC1CC1
  /	-1	-0.1	-4.6	0	-4	-0.8	/	10	-2
Cc1ccccc1-c1nc2cc(N)ccc2o1
  10	10	0.3	4.5	4	-1	-1.7	0	6	5
O=C(O)c1ccccc1/C=N/NC(=O)C1CCCCC1
  1	-4	0.3	-0.1	1	i	-0.3	0	0	5
CCOC(=O)c1ccc(NS(=O)(=O)c2c(C)[nH]c(C)c2C(=O)N2CCCCC2)cc1
  3	-11	1.6	-1.0	-3	-1	-5.8	-2	8	0
CC1CCC(NC(=O)c2ccc(NC(=O)c3ccc(=O)[nH]c3)cc2)CC1 (configuration not stated)
  0	-2	-2.3	/	/	/	/	0	/	/
Cc1cccc(/C=C/C(=O)c2ccc([N+](=O)[O-])o2)c1
  /	-9	3.9	i	7	2	0.8	/	29	3
CCN(CC)CCCN1C(=O)C(O)=C(C(=O)c2cc3ccccc3o2)C1c1ccccn1 (configuration not stated)
  21	-3	1.7	i	6	-22	-0.3	-3	3	0
CC(C)=CC(=O)Nc1ccc2c(c1)OCO2
  -7	5	-1.7	-0.6	5	-3	0.3	-3	6	0
COc1ccccc1N1CCN(/N=C/c2cc(OC)c(OC)c(OC)c2)CC1
  8	-7	-0.4	i	0	/	/	3	2	0
Cc1ccc(CN(C)C(=O)CCNC(=O)c2ccc(Cl)cc2)o1
  /	/	/	-0.2	8	/	-0.2	/	8	0
CC(C)c1ccc(C(C(=O)NC2CCCC2)N(C(=O)c2csnn2)C2CC2)cc1 (configuration not stated)
  -26	0	-3.5	-1.6	2	-5	-0.9	3	2	1
COc1cccc(C(=O)/C=C/Nc2ccc(NC(C)=O)cc2)c1
  25	1	-0.6	-0.3	6	13	/	-2	17	0
CCCCCCCC/C=C\CCCCCCCC(=O)NCCO
  /	-2	4.7	i	-6	-12	3.4	/	0	4
O=C(COc1ccc(F)cc1Br)NCc1ccccn1
  -20	1	-2.1	2.2	-2	-1	1.7	0	-6	-8
CCCCn1c(N)c(N(CCOC)C(=O)c2ccc3c(c2)C(=O)N(c2ccccc2Cl)C3=O)c(=O)[nH]c1=O
  /	1	0.9	i	5	-17	-1.4	/	7	0

5 entries drawn at random from the list so far, as already listed:
Screens in order – VHR inh abs	Rv3671c inh	Mtb UGM inh	Vc quorum ag	MazEF act	SSB-PriA inh	BioA inh	3CLpro inhibitor	GDH-TPI counter	Mtb FBA inh
COc1ccccc1N1CCN(/N=C/c2cc(OC)c(OC)c(OC)c2)CC1
  8	-7	-0.4	i	0	/	/	3	2	0
CC(C)=CC(=O)Nc1ccc2c(c1)OCO2
  -7	5	-1.7	-0.6	5	-3	0.3	-3	6	0
CC1CCC(NC(=O)c2ccc(NC(=O)c3ccc(=O)[nH]c3)cc2)CC1 (configuration not stated)
  0	-2	-2.3	/	/	/	/	0	/	/
O=C(COc1ccc(F)cc1Br)NCc1ccccn1
  -20	1	-2.1	2.2	-2	-1	1.7	0	-6	-8
CCOC(=O)c1ccc(NS(=O)(=O)c2c(C)[nH]c(C)c2C(=O)N2CCCCC2)cc1
  3	-11	1.6	-1.0	-3	-1	-5.8	-2	8	0

New compounds follow.
Screens in order – VHR inh abs	Rv3671c inh	Mtb UGM inh	Vc quorum ag	MazEF act	SSB-PriA inh	BioA inh	3CLpro inhibitor	GDH-TPI counter	Mtb FBA inh
CSc1nc2nc(C)c(C/C=C/c3ccccc3)c(=O)n2[nH]1
  18	-9	-0.5	-0.2	-7	-15	5.0	3	-3	0
O=C(Nc1ccc(Cl)cc1Cl)C1CCCO1 (configuration not stated)
  5	-4	4.5	0.3	-6	0	-2.3	-1	12	6
CC(C)CCNc1nnnc2c1sc1nc(N3CCOCC3)c3c(c12)CC(C)(C)SC3
  16	-13	1.4	2.9	4	6	-2.0	-1	5	-2
CC(=O)N1CCN(c2ccc(NC(=O)c3cccc(F)c3)cc2)CC1
  /	/	/	i	-3	/	4.8	/	7	0
O=C(COC(=O)c1c[nH]c2ccccc12)Nc1cccc(F)c1
  /	-12	-0.9	i	6	3	-0.7	/	3	0
Cc1ccc(N2CC3=C(C2=O)C(c2ccccc2)NC(=O)N3C)cc1 (configuration not stated)
  20	4	-1.0	7.2	-2	-8	0.8	3	9	2
Cn1c(CNC(=O)c2ccco2)nnc1SCC(=O)Nc1ccccc1Cl
  /	9	/	i	-2	-7	0.4	/	1	3
N#CCCN1CCN(C(CNS(=O)(=O)c2ccc(Cl)cc2)c2ccccc2)CC1 (configuration not stated)
  -4	-2	-0.3	i	5	8	-1.0	3	14	3
Cc1cccc(OCCOCCSc2ncccn2)c1
  -8	-3	-2.2	-8.3	6	-35	0.3	0	-2	-1
COc1cc(-c2nc3ccccc3c(=O)n2N)cc(OC)c1OC
  -15	-12	2.2	-0.8	1	-2	-0.8	1	-5	-4
COc1ccc(CCNc2cc(C)nc3c(-c4ccc(Cl)cc4)c(C)nn23)cc1OC
  25	-13	0.4	i	-3	1	-0.8	-2	3	4
Cc1nc(C(=O)NCCO)cc2c1[nH]c1ccccc12
  -20	/	-1.9	1.3	4	-2	0.4	-6	4	16
CCc1cccc(CC)c1NC(=O)c1ccccc1CCc1ccccc1
  27	1	-2.3	i	4	5	-2.5	3	8	1
Cc1cc(C)nc(-n2nc(C)cc2NC(=O)COC(=O)CCC(=O)c2cccs2)n1
  -33	4	-0.9	0.7	-4	-1	0.2	-2	-12	0
COCCCN1C(=O)C(O)=C(C(=O)c2ccco2)C1c1ccc(Br)cc1 (configuration not stated)
  -16	4	-0.6	/	5	-18	-0.5	4	8	0
CCCCNS(=O)(=O)c1ccc(NC(=O)Cc2ccccc2[N+](=O)[O-])cc1
  13	-10	1.2	0.1	9	-16	/	1	8	3
Cc1cccc(Nc2nc(N)nc(N)c2N=O)c1
  /	/	/	i	13	2	-0.3	/	31*	-1
CCN(CC(=O)Nc1c(F)cccc1F)C(=O)/C=C/c1ccc(OCC#N)c(OC)c1
  /	4	-1.7	-2.4	3	2	/	/	8	6
O=C(COC(=O)c1cccnc1Nc1ccccc1F)NCc1ccc2c(c1)OCO2
  19	-3	-1.0	i	21	-4	-5.1	1	2	-7
CC(C)(C)CN1CCN(CC#Cc2ccccc2)CC1CCO (configuration not stated)
  29	-1	-0.8	i	6	-20	-6.2	3	1	0
COc1ccc(-n2c(C)c(C)c3c(NCCO)ncnc32)cc1
  -16	/	-0.1	-0.1	5	3	30	-3	-2	2
O=C(COC(=O)c1ccc[nH]c1=O)Nc1ccc2c(c1)OC(F)(F)O2
  -2	2	0.7	-2.2	0	-14	/	2	3	2
CC(C)(C)NC(=O)c1cnn(-c2ccccc2)c1NC(=O)c1ccccc1
  12	8	-2.6	-1.5	-12	-6	-0.3	3	11	-1
COc1ccc(OCCCC(=O)OC(C)C(=O)Nc2ccc(NC(C)=O)cc2)cc1 (configuration not stated)
  1	-5	1.6	-0.3	-5	-8	-1.2	-2	2	1
C1CCc2c(nc3nnnn3c2NC2CCCC2)C1
  15	8	0.6	/	1	-15	0.6	-4	3	1
S=c1[nH]nc(-c2cccnc2)n1-c1ccc2c(c1)OCCO2
  15	-2	1.6	-0.2	7	-20	3.7	0	-10	4
Cc1cccc(-n2c(-c3ccccc3)c[nH]c2=S)c1C
  26	5	-1.3	-0.5	-12	6	0.9	3	-7	-2
O=C(Nc1ccccc1)c1c(F)cccc1F
  7	4	1.7	1.4	11	-14	/	-2	18	0
Cc1[nH]c2c(ccc3ccccc32)c1C1C(CCN)C1(C)C (configuration not stated)
  27	17	0.4	i	7	43	-0.1	-6	4	3
COc1ccccc1N(CC(=O)N/N=C/c1ccc(C(=O)O)cc1)S(=O)(=O)c1ccc(C)cc1
  -12	3	0.3	i	5	i	-0.6	-3	5	-2
O=C(CN1C(=O)c2cccc3cccc1c23)N1CCc2ccccc2C1
  21	0	0.4	i	-6	-2	1.3	-3	8	2
O=C(c1ccco1)N1CCN(C(=O)C2Cc3ccccc3CN2S(=O)(=O)c2ccc(F)cc2)CC1 (configuration not stated)
  32	-6	-2.6	-0.6	-7	-5	2.1	1	-7	2
Cc1nn(-c2cccc(C(=O)O)c2)c(C)c1[N+](=O)[O-]
  19	-1	0.1	i	-12	-12	/	4	0	1
O=Cc1ccc(OCc2ccc3ccccc3c2)cc1
  -6	-6	-0.5	i	-4	-9	-1.7	4	4	1
CC(C)=CCN1CCN(C/C(Cl)=C/c2ccccc2)CC1CCO (configuration not stated)
  8	4	1.3	-0.1	10	-3	1.4	1	2	4
CCOC(=O)c1c(N)sc2c(OC)c(Br)ccc12
  18	-2	0.8	7.7	0	-24	-462	6	-1	0
NS(=O)(=O)c1ccc(CNC(=S)Nc2ccc(Cl)c(Cl)c2)cc1
  0	-7	1.2	i	7	-11	14	-4	-1	-4
CC(C)Cc1nnc(NC(=O)CN2C(=O)NC3(CC(C)CC(C)(C)C3)C2=O)s1 (configuration not stated)
  /	-5	3.3	i	4	0	/	/	-4	-1
O=C(Nc1ccc(Nc2ccncc2)cc1)c1ccc([N+](=O)[O-])cc1
  32	2	-1.3	-0.4	-12	11	-0.4	-4	18	-1
CC(C)n1cc(-c2ccc(Cl)cc2)cc(C#N)c1=O
  22	5	-1.6	-0.6	-1	-57	/	0	8	4
O=C1NC(=O)/C(=C\c2ccccc2OCc2cccc([N+](=O)[O-])c2)N1
  8	-6	3.5	i	-3	-12	/	2	16	-1
O=C(c1cc([N+](=O)[O-])[nH]n1)N1CCSCC1
  12	1	3.5	-1.5	-5	-11	-5.2	4	3	2
CCOc1ccc(N2CC(C(=O)NNC(=O)c3ccc(Br)cc3)CC2=O)cc1 (configuration not stated)
  /	-1	3.9	i	2	5	1.6	/	1	-2
O=C(O)c1cccc2c1C(=O)N(CC1CCCO1)C2 (configuration not stated)
  23	-3	-1.3	-0.4	10	-16	/	-8	-3	-5
COc1cccc(/C=N/Nc2ncc(C(F)(F)F)cc2Cl)c1O
  -5	-1	3.8	-0.2	1	/	/	0	14	1
CC(=O)NC1=NN(C(C)=O)C(c2ccco2)S1 (configuration not stated)
  23	2	-1.0	-0.2	3	0	0.2	0	20	4
CC(=O)NC(CC(=O)NCCOc1ccccc1F)c1ccccc1 (configuration not stated)
  34	-4	1.2	-0.2	8	-3	0.9	0	-9	0
CCCCn1c(O)c(/C=N/N2CCCCC2c2cccnc2)c(=O)[nH]c1=S (configuration not stated)
  -5	-10	-0.2	i	-10	/	1.8	3	13	2
CCOC(=O)/C(C#N)=C\c1ccc(OC)c(OC)c1
  -26	0	-1.6	-0.5	2	-7	/	-1	12	1
CCOC(=O)c1ccc(N2C(=O)c3n[nH]c(-c4ccco4)c3C2c2ccc([N+](=O)[O-])cc2)cc1 (configuration not stated)
  8	-151	1.2	i	-9	36	2.5	-6	14	-1
NS(=O)(=O)c1ccc(CNC(=O)c2ccncc2)cc1
  11	-6	-0.1	-1.9	2	-8	-1.1	2	-5	2
Cc1coc2cc3oc(=O)c(CCC(=O)N[C@@H](CCCNC(N)=O)C(=O)O)c(C)c3cc12
  6	-1	1.4	0.6	0	-5	-0.7	2	7	17
